Rac1 wt modul: human Rac1 wildtype GTP binding, inhibitors and activators. GST-Rac1 beads, fluorescent GTP binding, flow cytometry; actives lie on both sides; 0 = cold GTP competed, 100 = untreated. GTP binding activity (% of control), % at 10 µM. P63000. 190,000 compounds, 0.27% hits;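 active = GTP binding activity at least 20 points away from the 100% control level, either lower or higher; inconclusive = compound flagged as likely green fluorescent, judged across all proteins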
Cdc42 wt: modulators (inhibitors or activators) of GTP binding to human Cdc42 wildtype | GST-Cdc42 beads, Bodipy-GTP binding, flow cytometry; actives lie on both sides | percent activity (GTP binding), % at 10 µM | 190,000 compounds, 0.2% hits | AID 761;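 active = percent activity GTP binding at least 20 points away from the 100% baseline, either down as inhibitor or up as activator; inconclusive = compound flagged as likely green fluorescent from well-wide comparison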;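 note: median bead fluorescence of bound Bodipy-FL-GTP at 100 nM; 0% = excess unlabeled GTP control and 100% = no compound control; below 100% means less GTP binding so inhibitor and above means activator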
Target sequence (P60953 whole entry, looked up): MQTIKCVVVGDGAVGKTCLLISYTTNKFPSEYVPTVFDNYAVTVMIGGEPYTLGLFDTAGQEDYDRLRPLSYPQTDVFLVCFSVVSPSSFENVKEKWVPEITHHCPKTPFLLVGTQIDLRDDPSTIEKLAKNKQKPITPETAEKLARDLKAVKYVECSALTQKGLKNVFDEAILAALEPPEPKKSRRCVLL
RGS8-Gao: modulates binding of RGS8 to human Galphao; 220,000 compounds, 0.34% hits; response (percent of control binding), % at 10 µM; multiplexed bead flow cytometry; actives lie on both sides; P09471; AID 1423; in the data active = response below about 60% or above about 140%; inactive = in between;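 note: Galphao activated as the GDP aluminium fluoride complex binding bead-coupled RGS8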
Target sequence (P09471 whole entry, looked up): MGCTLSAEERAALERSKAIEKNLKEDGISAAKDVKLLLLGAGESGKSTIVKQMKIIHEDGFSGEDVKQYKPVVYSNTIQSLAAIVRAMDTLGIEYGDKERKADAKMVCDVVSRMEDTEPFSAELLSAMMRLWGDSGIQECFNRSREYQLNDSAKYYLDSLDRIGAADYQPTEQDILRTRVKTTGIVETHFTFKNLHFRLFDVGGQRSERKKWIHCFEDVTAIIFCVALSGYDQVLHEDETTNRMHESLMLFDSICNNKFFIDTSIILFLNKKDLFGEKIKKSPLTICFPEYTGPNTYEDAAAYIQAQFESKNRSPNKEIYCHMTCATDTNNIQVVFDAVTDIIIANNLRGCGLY
Pf gametocyte: inhibitors of late stage P. falciparum gametocyte viability; P. falciparum stage V gametocytes, ATP luminescence, 24 h; inhibition, % at 10.9 µM; 150,000 compounds, 0.065% hits; AID 743093;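 active = inhibition above the mean plus 3 SD of compounds within the control limits, set per campaign, cut at about 38% in these data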;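 note: 0% = DMSO wells and 100% = medium only without gametocytes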
Bim-Mcl-1: inhibitors of Bim-Mcl-1 interaction, human; Q07820; Bead-based flow cytometry, Bim peptide-Mcl-1 binding; inhibition, % at 10 µM; 190,000 compounds, 0.1% hits; AID 1009; in the data active = inhibition above about 40%;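 note: 0% = no compound tracer wells and 100% = peptide blocker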
Target sequence (Q07820 whole entry, looked up): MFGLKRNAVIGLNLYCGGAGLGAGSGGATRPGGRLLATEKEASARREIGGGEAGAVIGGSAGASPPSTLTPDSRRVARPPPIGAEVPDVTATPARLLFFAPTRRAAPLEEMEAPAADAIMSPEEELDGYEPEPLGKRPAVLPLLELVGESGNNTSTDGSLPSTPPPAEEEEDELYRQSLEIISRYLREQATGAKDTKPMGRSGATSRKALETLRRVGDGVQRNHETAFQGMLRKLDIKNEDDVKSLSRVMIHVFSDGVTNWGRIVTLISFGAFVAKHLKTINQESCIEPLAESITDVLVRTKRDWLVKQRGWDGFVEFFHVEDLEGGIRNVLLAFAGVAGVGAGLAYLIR
HRas wt GTP: modulators of GTP binding to human HRas wildtype; GST-Ras wt beads, Bodipy-FL-GTP binding, flow cytometry; actives lie on both sides; AID 759; GTP binding activity, % at 10 µM; 190,000 compounds, 0.14% hits;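 active = GTP binding activity at least 20% away from the 100% baseline, either lowered as inhibitor or raised as activator; inconclusive = flagged as likely green fluorescent, judged across all proteins in the well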;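 note: 0% = unlabeled GTP competition control and 100% = no-compound control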
Rac1 mut GTP: human Rac1 activated mutant GTP binding change | GST-Rac1 activated beads, fluorescent GTP binding, flow cytometry; actives lie on both sides; 100% means binding = to untreated wells | percent activity (GTP binding), % at 10 µM | 190,000 compounds, 0.11% hits | AID 764;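 active = GTP binding at least 20 percentage points away from the 100% baseline, in either direction, so actives lie on both sides; inconclusive = Compound likely fluorescent itself, or too few beads counted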
Mcl1-Noxa inh: disrupts binding of human Mcl-1 to Noxa peptide | 220,000 compounds, 1.5% hits | inhibition, % at 21.7 µM | Q07820 | TR-FRET Mcl-1/Noxa peptide binding, 2 h;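 active = compounds that cut the protein-peptide binding signal by more than 50% relative to plate controls in a single-dose test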;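 note: His-tagged Mcl-1 with rhodamine Noxa BH3 peptide and terbium anti-His antibody; 0% = Mcl-1 plus Noxa peptide wells and 100% = peptide-only wells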
Mcl1 Bid PPI: Mcl-1/Bid interaction inhibition. Q07820. TR-FRET Mcl-1/Bid-Dy647 peptide binding, 1536-well. inhibition, % at 21.7 µM. 220,000 compounds, 0.97% hits;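 active = compounds that cut the binding signal by more than half at the single screening dose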;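 note: His-tagged Mcl-1 with europium anti-His antibody binding Bid BH3 peptide; 0% = Mcl-1 plus peptide wells and 100% = peptide-only wells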
Rab2 wt GTP: changes GTP binding to wildtype dog Rab2A, up or down | GST-Rab2 wt beads, Bodipy-GTP binding, flow cytometry | GTP binding activity, % at 10 µM | 190,000 compounds, 0.19% hits | AID 760;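 active = GTP binding activity at least 20 points away from 100%, either lowered or raised; inconclusive = signal likely due to the compound's own green fluorescence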;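 note: 0% = beads with excess unlabeled GTP and 100% = no-compound control corrected for plate trend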
Rab7 wt modul: alters GTP binding to wildtype dog Rab7; GST-Rab7 beads, fluorescent GTP binding, flow cytometry; actives lie on both sides; untreated = 100%, excess cold GTP = 0%; GTP binding activity (percent of control), % at 10 µM; 190,000 compounds, 0.055% hits; AID 758;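 active = fluorescent GTP binding to Rab7 beads changed by at least 20 points from the 100% baseline, either direction, mostly lower; inconclusive = compound itself probably fluorescent, or too few beads counted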;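 note: median green fluorescence of bound Bodipy-FL-GTP per Rab7 bead population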
An asterisk follows results filed as active; ? = inconclusive; / = no result given. The order is random (roughly 2.9% active in at least one column).

#	Compound	Bim-Mcl-1	Mcl1 Bid PPI	HRas wt GTP	Pf gametocyte	Rab7 wt modul	RGS8-Gao
1	C=CCn1c(=O)/c(=C/c2ccc(O)cc2)s/c1=C(/C#N)c1nnc2n1CCCCC2	1	-75	101	-20	100	101
2	NCCNCCNCCN	-1	-22	97	/	94	93
3	CCCCOc1ccccc1N	0	-40	102	-2	104	103
4	COC(=O)c1oc2ccccc2c1N	-3	-33	97	/	96	100
5	O=C(CCCNS(=O)(=O)c1cccc2nsnc12)NCCc1ccccc1	-1	-5	105	/	107	92
6	CC1Cc2ccccc2N1C(=O)CSc1nc(-c2ccco2)cc(C(F)(F)F)n1 (stereo not given)	0	-3	99	11	99	98
7	C=CCN1C(=O)C(CC(=O)Nc2ccccc2)SC1=Nc1ccc(S(N)(=O)=O)cc1 (stereo not given)	0	-14	101	/	96	101
8	COc1ccc(C(=O)OC2CCN(c3ncc(C(F)(F)F)cc3Cl)CC2)cc1	1	-14	99	6	100	100
9	CCOC(=O)c1sc2nc(N3CCOCC3)c3c(c2c1N)CCCC3	3	-23	103	/	102	97
10	CC(=O)Nc1ccc(NC(=O)Cn2c(=O)n(-c3ccc(F)cc3)c(=O)c3oc4ccccc4c32)cc1	-2	4	96	12	102	102
11	Cc1ccc(-c2csc(NC(=O)C3CC=CCC3C(=O)O)c2C(=O)OC(C)C)cc1 (stereo not given)	-10	-30	101	/	99	100
12	CSc1ccc(CNc2ccc(Cl)cc2)cc1	-1	-21	100	/	97	95

#	Mcl1-Noxa inh	Rab2 wt GTP	Cdc42 wt	Rac1 wt modul	Rac1 mut GTP
1	6	103	103	102	101
2	-18	100	96	102	99
3	14	103	102	101	100
4	/	95	98	92	93
5	-6	104	107	105	100
6	3	97	98	102	96
7	-18	98	99	99	96
8	3	99	98	99	97
9	0	103	105	103	101
10	10	97	96	101	98
11	29	99	100	102	97
12	17	99	101	97	98

Going on with the list.
#	Compound	Bim-Mcl-1	Mcl1 Bid PPI	HRas wt GTP	Pf gametocyte	Rab7 wt modul	RGS8-Gao
13	CC1CC(=O)N(C)c2cc([N+](=O)[O-])ccc2N1 (stereo not given)	-5	-11	100	-13	100	103
14	CC(NC(=O)COc1ccccc1)C(=O)NC1=NCCS1 (stereo not given)	-2	1	103	14	101	102
15	CCc1nnc(NC(=O)C2c3ccccc3Oc3ccccc32)s1	-6	10	101	-31	101	79
16	O=S(=O)(Nc1nc2ccccc2nc1N1CCc2ccccc2C1)c1ccc(Cl)cc1	-2	-2	95	/	91	99
17	COC(=O)CSc1nc2cc(C)ccc2cc1C#N	0	-26	100	-21	97	104
18	Cc1oc2c(c1C(=O)Nc1ccc(C(=O)O)cc1)CCCC2	-1	-29	98	-1	101	103
19	CCN(CC)S(=O)(=O)c1ccc2nc(SC)sc2c1	-2	-2	104	6	99	101
20	COc1ccccc1N1CCN(S(=O)(=O)c2cn(C)c(=O)n(C)c2=O)CC1	0	-13	?	/	?	102
21	Cn1cccc1/C=N/n1c(-c2ccccc2)n[nH]c1=S	-2	-9	101	/	102	98
22	CCOc1ccc(C(=O)Nc2ccccc2C#N)cc1[N+](=O)[O-]	-4	-8	101	23	101	104
23	COc1cc(/C=C/C(=O)OC(C)C(=O)Nc2c(C)n(C)n(-c3ccccc3)c2=O)ccc1OCC#N (stereo not given)	-3	-28	96	0	95	106
24	CNC(=S)NNC(=O)c1noc(C)c1C(=O)N1CCN(C(c2ccccc2)c2ccccc2)CC1	-3	-45	94	4	93	81

#	Mcl1-Noxa inh	Rab2 wt GTP	Cdc42 wt	Rac1 wt modul	Rac1 mut GTP
13	14	101	98	99	97
14	4	101	105	110	100
15	15	100	99	102	99
16	1	92	96	93	94
17	3	97	99	100	96
18	5	99	106	106	97
19	13	103	104	111	102
20	9	?	?	?	?
21	28	102	104	109	97
22	12	99	101	100	99
23	2	95	95	96	97
24	13	94	94	98	97

In another format: entries from further up.
entry | compound | Bim-Mcl-1 | Mcl1 Bid PPI | HRas wt GTP | Pf gametocyte | Rab7 wt modul | RGS8-Gao | Mcl1-Noxa inh | Rab2 wt GTP | Cdc42 wt | Rac1 wt modul | Rac1 mut GTP
18 | Cc1oc2c(c1C(=O)Nc1ccc(C(=O)O)cc1)CCCC2 | -1 | -29 | 98 | -1 | 101 | 103 | 5 | 99 | 106 | 106 | 97
19 | CCN(CC)S(=O)(=O)c1ccc2nc(SC)sc2c1 | -2 | -2 | 104 | 6 | 99 | 101 | 13 | 103 | 104 | 111 | 102
20 | COc1ccccc1N1CCN(S(=O)(=O)c2cn(C)c(=O)n(C)c2=O)CC1 | 0 | -13 | ? | / | ? | 102 | 9 | ? | ? | ? | ?
21 | Cn1cccc1/C=N/n1c(-c2ccccc2)n[nH]c1=S | -2 | -9 | 101 | / | 102 | 98 | 28 | 102 | 104 | 109 | 97
22 | CCOc1ccc(C(=O)Nc2ccccc2C#N)cc1[N+](=O)[O-] | -4 | -8 | 101 | 23 | 101 | 104 | 12 | 99 | 101 | 100 | 99

Next section
#	Compound	Bim-Mcl-1	Mcl1 Bid PPI	HRas wt GTP	Pf gametocyte	Rab7 wt modul	RGS8-Gao
25	O=C(NCc1cccs1)[C@@H]1CSC2c3ccccc3C(=O)N21 (stereo not given in full)	2	-17	96	-7	95	106
26	O=C(COc1ccccc1)N1N=C(c2cccnc2)CC1(O)C(F)(F)F (stereo not given)	1	-5	99	17	99	100
27	CC1CCCC(C)N1C(=O)c1cc(-c2ccc(Cl)c(Cl)c2)on1 (stereo not given)	0	3	101	/	103	99
28	CSc1nc(=O)n(-c2ccccc2)c(C)c1C(C)=O	-3	-2	99	20	101	99
29	Cc1ccc(NC(=O)Nc2ncccc2C)cc1	1	-39	101	/	99	99
30	CN(C)c1ccc(/C=N\NC(=O)c2csnn2)cc1	1	-121	95	24	95	101
31	O=C(Cc1ccc(Cl)cc1)Oc1cccc2cccnc12	0	-25	99	/	99	66
32	CCN(CC)C(=O)Cn1ncc2c1-c1ccccc1OC2	0	-14	103	/	100	101
33	CCOCCCNC(=O)C(c1ccccc1)N(Cc1ccc2c(c1)OCO2)C(=O)CNC(C)=O (stereo not given)	-6	-9	99	/	99	99
34	CN(C)S(=O)(=O)Oc1ccc(Cl)cc1C(=O)Nc1ccc(F)cc1F	0	-23	97	-21	95	97
35	CCc1ccccc1NC(=O)c1onc(C)c1Cl	0	-14	?	/	?	104
36	COc1ccc(C2/C(=C(/O)c3ccc(OC(C)C)cc3)C(=O)C(=O)N2CCCN2CCOCC2)cc1 (stereo not given)	-1	-1	100	17	97	98

#	Mcl1-Noxa inh	Rab2 wt GTP	Cdc42 wt	Rac1 wt modul	Rac1 mut GTP
25	-12	96	96	98	97
26	0	99	97	102	98
27	6	101	101	102	97
28	9	97	98	96	97
29	-4	98	98	102	98
30	50	95	96	92	90
31	-15	96	98	104	99
32	-13	102	100	105	100
33	5	97	99	94	94
34	-1	95	100	96	95
35	9	?	?	?	?
36	18	98	102	105	99

Next entries follow:
#	Compound	Bim-Mcl-1	Mcl1 Bid PPI	HRas wt GTP	Pf gametocyte	Rab7 wt modul	RGS8-Gao
37	CCN1CCN(Cc2c(C)[nH]c3ccc(C(=O)OC)cc3c2=O)CC1	-4	-14	97	/	95	104
38	COc1ccc(Cl)cc1NC(=O)C1CCCN(S(=O)(=O)c2cccc3nonc23)C1 (stereo not given)	-2	-10	100	18	99	96
39	Cc1cc2c(c(SCC(=O)NCc3ccccc3Cl)n1)C(=O)OC2	-2	-11	98	9	101	103
40	CCCCc1nc2ccccc2c(NC(=O)CN(CC)CC)c1CCC	-45	51*	100	/	102	111
41	CC12CCC(C(=O)Nc3ccc(SC(F)F)cc3)(CC1=O)C2(C)C (stereo not given)	0	-19	102	/	103	101
42	O=C(COC(=O)C12CC3CC(CC(C3)C1)C2)Nc1ccc([N+](=O)[O-])cc1Br	-2	-3	96	13	95	91
43	CCCc1nc(SCC(=O)c2ccc(OC)cc2)c2ccccc2n1	0	-32	96	17	102	/
44	O=C(CN1CCCc2ccccc21)NCc1ccccc1Cl	-5	-47	100	-1	101	101
45	O=C(Cc1ccc2c(c1)CCCC2)Nc1ccccc1Br	-4	3	102	/	96	99

#	Mcl1-Noxa inh	Rab2 wt GTP	Cdc42 wt	Rac1 wt modul	Rac1 mut GTP
37	12	93	96	95	96
38	-7	100	100	102	99
39	1	98	99	100	100
40	20	101	104	109	99
41	-19	100	106	105	101
42	15	98	101	102	96
43	5	100	98	103	95
44	11	100	100	104	99
45	6	100	103	101	98

Source: PubChem
